miR122 inh: inhibitors of miR-122 in Huh7 cells. hit rate 0.3% among 340,000. activation (reporter increase), % at 12.5 µM. Huh7 miR-122 Renilla luciferase sensor, 48 h; neutral wells = 0, positive control = 100;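 active = mean replicate activation score at least 90 and every replicate individually at or above 90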;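 also: higher luciferase means less miR-122 activity so hits act as miR-122 inhibitors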
PGC1a acetyl inh: lowers PGC1a acetylation signal in U2OS cells; AlphaScreen anti-acetyl-lysine; with virally co-expressed GCN5 acetyltransferase; inhibition, % at 15.6 µM; hit rate 0.17% among 350,000;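 active = every replicate shows inhibition of at least 40%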;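 also: 0% = neutral control wells and 100% = positive control wells; some results beyond the cut were filed as inactive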
RAD52 inh: inhibitors of human RAD52 DNA annealing; P43351; recombinant RAD52 DNA annealing, FRET fluorescence; inhibition, % at 18.7 µM; hit rate 0.46% among 360,000; AID 651710;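 active = every replicate showing at least 50% inhibition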
Target sequence (P43351 whole entry, looked up): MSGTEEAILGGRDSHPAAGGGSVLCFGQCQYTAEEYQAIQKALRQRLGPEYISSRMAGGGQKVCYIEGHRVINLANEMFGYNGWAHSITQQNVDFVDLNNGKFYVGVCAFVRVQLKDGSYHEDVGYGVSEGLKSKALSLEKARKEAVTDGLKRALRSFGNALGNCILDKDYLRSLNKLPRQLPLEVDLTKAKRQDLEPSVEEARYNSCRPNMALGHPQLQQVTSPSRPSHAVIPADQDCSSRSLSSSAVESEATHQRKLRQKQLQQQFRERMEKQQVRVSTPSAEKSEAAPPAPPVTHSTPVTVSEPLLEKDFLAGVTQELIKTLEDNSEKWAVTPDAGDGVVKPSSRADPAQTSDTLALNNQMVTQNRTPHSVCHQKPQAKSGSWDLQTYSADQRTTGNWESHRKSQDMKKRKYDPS
RAD54 inh: blocks human RAD54 Holliday junction branch migration | hit rate 0.14% among 360,000 | Q92698 | FAM/BHQ fluorescence | inhibition, % at 10.4 µM;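 active = mean normalized replicate activity at least 40 and at least half of replicates scoring 40 or more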;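 also: 0% = median of neutral control wells and 100% = median of positive control wells; inhibitors cause a drop in the FAM fluorescence signal; in these data hits start at about 50%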
PglD DTNB: blocks C. jejuni PglD acetyltransferase activity. purified PglD enzyme, DTNB colorimetric CoA detection. hit rate 0.098% among 360,000. inhibition, % at 12.5 µM. AID 602405; in the data active = inhibition above about 16%, passing the limit was not always enough; also: strong numbers were not always called active
ERAP1 inh: blocks human ERAP1 aminopeptidase activity | inhibition, % at 10.7 µM | hit rate 0.15% among 340,000 | Q9NZ08 | recombinant ERAP1, Leu-AMC fluorescence, 60 min;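 active = mean replicate inhibition of at least 30%, or all replicates individually reaching that 30% level; inactive = mean below 30% and not every replicate reaching it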;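 also: 0% = neutral control wells and 100% = L-leucinethiol positive control wells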
Cneo AK release: Cryptococcus neoformans lysis via adenylate kinase release; C. neoformans lysis, adenylate kinase release luminescence, 4 h; normalised: neutral wells 0, clomiphene wells 100; lysis activity, % at 15 µM; hit rate 0.2% among 360,000;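 active = mean lysis activity across replicates of at least 80%, whatever share of replicates individually reach that level; inactive = mean lysis activity below 80%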
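Material – Cryptococcus neoformans yeast cells · Quantity – 5 × 10^6 yeast cells/mL · Buffer or medium – YPD medium · Compound – single dose · Timing – 4 h static compound exposure, 37 °C, read 1 h post-reagent · Signal – adenylate kinase release luminescence · Read-out basis – lysis from increased AK signal · Benchmarks – Clomiphene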
E-sel inducer: E-selectin induction on HUVECs. P16581. HUVEC E-selectin immunofluorescence imaging; normalized: neutral wells 0, TNF-alpha wells 100. activation, % at 7.58 µM. hit rate 0.37% among 260,000. AID 686992;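 active = mean E-selectin-positive cell signal at least 10% of the positive control, reached in at least 60% of replicates, without over 20% cell loss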;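 also: in these data hits start at about 27%; measured in HUVEC primary endothelial cells; signal is the percent of cells scored E-selectin positive by PE staining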
Target sequence (P16581 whole entry, looked up): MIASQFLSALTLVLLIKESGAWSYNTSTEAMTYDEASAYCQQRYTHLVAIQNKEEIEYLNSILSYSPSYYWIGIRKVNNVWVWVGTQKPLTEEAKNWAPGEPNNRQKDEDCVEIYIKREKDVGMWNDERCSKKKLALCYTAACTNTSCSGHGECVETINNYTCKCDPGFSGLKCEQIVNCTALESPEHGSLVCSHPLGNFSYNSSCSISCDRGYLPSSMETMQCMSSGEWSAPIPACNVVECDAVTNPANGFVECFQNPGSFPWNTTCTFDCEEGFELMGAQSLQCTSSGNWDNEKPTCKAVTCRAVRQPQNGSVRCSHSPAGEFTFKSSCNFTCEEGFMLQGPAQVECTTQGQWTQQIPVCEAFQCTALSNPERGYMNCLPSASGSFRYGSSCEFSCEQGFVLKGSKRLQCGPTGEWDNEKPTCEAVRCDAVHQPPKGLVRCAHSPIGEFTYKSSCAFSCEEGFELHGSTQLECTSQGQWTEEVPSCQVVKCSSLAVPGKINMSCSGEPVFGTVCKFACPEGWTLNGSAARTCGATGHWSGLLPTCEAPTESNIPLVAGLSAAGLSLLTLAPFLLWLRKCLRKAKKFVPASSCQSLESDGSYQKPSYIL
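Assay system: HUVEC, human umbilical vein endothelial cells / Amount: 3,000 HUVEC/well / Controls: TNF-alpha positive control, DMSO neutral control / Compound dosing: single concentration / Medium: EGM-2 over gelatin coat / Evaluation: percent E-selectin-positive cells / Signal: immunofluorescence imaging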
Numbers without * were called inactive; nt = no result given; & = joins results of further samples; [ ] = remark or other dose.

canonical_smiles,miR122 inh,PGC1a acetyl inh,RAD52 inh,RAD54 inh,PglD DTNB,ERAP1 inh,Cneo AK release,E-sel inducer
CCCCc1cc(=O)oc2cc(OC(C)C(=O)NCCN3CCOCC3)c(Cl)cc12 (configuration not stated),16,-5,-8,15,5,0,-1,nt
CN1CCN(C(=O)C[C@H]2C=C[C@H](NC(=O)c3ccc4c(c3)OCO4)[C@H](CO)O2)CC1,nt,7,3,-5,3,1,1,-0.8
C=CCN1C(=O)/C(=C/c2cccs2)S/C1=N\S(=O)(=O)c1ccc(F)cc1,-5,nt,-36,-4,-4,4,3,nt
CC1C(=O)C(C)C(c2ccccc2)N(N=O)C1c1ccccc1 (configuration not stated),-4,nt,0,nt,nt,4,nt,0.2
CCOC(=O)N1CCN(C(=O)CSc2ncnc3sccc23)CC1,nt,nt,-12,-12,2,0,1,-2.5
COCC(=O)N(C)C[C@@H]1Oc2cc(C#CC(C)(C)O)ccc2S(=O)(=O)N([C@@H](C)CO)C[C@@H]1C,nt,8,-1,1,6,-1,-7,-0.2
Cc1ccc(-n2nnnc2CNC(=O)c2ccc([N+](=O)[O-])o2)cc1C,-1,nt,-9,nt,nt,2,nt,-0.2
Cc1ccc(-c2ccc(CN3C(CC(C)C)C(=O)N(Cc4cn(CCC5OCCO5)nn4)CCS3(=O)=O)cc2)cc1 (configuration not stated),-8,0,1,1,4,-2,2,-0.1
C[C@@H]1CCCCO[C@H](CN(C)C(=O)CCC(F)(F)F)[C@H](C)CN([C@@H](C)CO)C(=O)c2cc(NC(=O)Nc3ccc4c(c3)OCO4)ccc2O1,-3[16.7 µM],6,4,-9,0,-2,2,1.0
CCOC(=O)CSC1=Nc2ccccc2C2=NC(CC(=O)NCc3cccs3)C(=O)N12 (configuration not stated),-2,-2,nt,-7,-4,nt,-4,nt
O=C(Cc1cccnc1)N[C@H]1CC[C@H](CCn2cc(Cc3ccccc3)nn2)O[C@@H]1CO,nt,8,4,-4,-7,0,-2,-0.3
O=C1OC(Nc2nccs2)c2ccccc21 (configuration not stated),-1,0,nt,-6,-16,nt,0,nt
C[C@H](NC(=O)c1ncn2c1C(=O)NC[C@H]2C)c1ccccc1,6,nt,-8,-8,-2,2,1,-0.1
O=C1S/C(=C\c2ccccc2)C(=O)N1CC(O)Cn1c2ccccc2c2ccccc21 (configuration not stated),-4,13,nt,10,-1,nt,8,0.1
CCN(CC)C(=O)CN(Cc1ccccc1)S(=O)(=O)c1ccc(F)cc1,10,-20,nt,9,0,nt,1,nt
NC(=O)c1c(NC(=O)c2ccco2)sc2c1CCC2,9,-3,nt,1,8,nt,-1,nt
CCOC(=O)CCCNC(=O)c1cncc(Br)c1,-5,7,nt,-1,-3,nt,0,nt
COC(=O)N/N=C/c1ccc(-c2ccccc2Cl)o1,nt,12,-2,9,-2,2,2,nt
Cc1ccc(/C=C(/NC(=O)c2ccccc2)C(=O)NC(Cc2c[nH]c3ccccc23)C(=O)O)cc1 (configuration not stated),nt,nt,6,-5,1,-3,-1,nt
Cc1nn(Cc2c(Cl)cccc2Cl)c(C)c1NC(=O)c1cn(-c2ccccc2)nc1-c1ccccc1,-7,0,nt,-2,10,nt,-2,nt
Cc1cc2c(cc(C(=O)OC(C)C(=O)NCc3ccc(F)cc3)n2C)o1 (configuration not stated),2,7,-6,6,3,2,-1,0.4
COCCCNC(=O)CCn1nc(-c2ccc(Cl)cc2)ccc1=O,-4,5,-9,3,-4,-1,-2,-0.4
COc1ccc(CCNc2nc(-c3ccncc3)cs2)cc1OC,7,0,8,nt,nt,nt,nt,0.4
COCC#Cc1ccc([C@@H]2[C@H](CO)N3CCCCN(Cc4ccncc4)C[C@@H]23)cc1,-4[16.7 µM],2,0,2,1,1,4,-0.4
O=[N+]([O-])c1ccc(C2=Nn3c(Cn4nnc5ccccc54)nnc3SC2)cc1,-3,1,-11,-4,-4,0,1,nt
CO[C@@H]1CN(C)C(=O)c2cc(NC(=O)C3CC3)ccc2OC[C@H](C)N(Cc2ccc(F)cc2)C[C@@H]1C,-3[16.7 µM],nt,-10,-1,-1,0,0,0.1
CC(C)(C)NC(=O)Cn1c(=O)oc2ccc(Cl)cc21,1,-6,-13,7,-4,4,0,0.2
CCC1Sc2ccccc2N(CC(=O)NC2CCCCC2)C1=O (configuration not stated),-1,-4,-10,nt,nt,1,nt,-0.1
CCCCOc1ccc(-c2ncc(C(=O)O)c(C)n2)cc1,-9,14,nt,3,1,nt,-1,nt
COC(=O)C[C@H]1CC[C@@H]2[C@@H](COc3ccc(NC(=O)Nc4c(C)noc4C)cc3C(=O)N2C)O1,24[16.7 µM],-13,-18,2,5,0,-2,0.0
CCOc1cccc2cc(C(=O)NCc3cccnc3)c(=O)oc12,1,11,nt,-6,-4,nt,-2,nt
Cc1noc(C)c1C(=O)Nc1cc(S(=O)(=O)N2CCCCC2)ccc1N(C)C,nt,nt,-7,-18,-2,1,-4,nt
C[C@H](CO)N1C[C@H](C)[C@@H](CN(C)Cc2ccccc2)Oc2c(NS(=O)(=O)c3ccc(Cl)cc3)cccc2C1=O,36[16.7 µM],-5,-1,3,3,0,5,-0.1
Cc1ccc(NC(=O)C2CCCN(C(=O)Nc3ccc(F)cc3)C2)cc1 (configuration not stated),-4,6,0,-9,0,1,25,nt
C[C@H](CO)N1C[C@H](C)[C@H](CN(C)S(=O)(=O)c2ccc(F)cc2)Oc2c(NS(=O)(=O)c3ccc(Cl)cc3)cccc2C1=O,19[16.7 µM],3,nt,-10,4,nt,1,0.2
COc1ccc(Cl)cc1NC(=O)CSC1=NN2CCCC(=O)N=C2S1,-2,-6,-18,10,5,-1,1,-0.2
Cc1ccc(C2CC(c3ccc(Cl)cc3)n3nc(N)nc3N2)cc1 (configuration not stated),-2,-1,-14,3,2,1,0,-0.1
CC1CN(c2ccc(Oc3ccccc3)cc2)c2nc3c(c(=O)n(CC(N)=O)c(=O)n3C)n2C1 (configuration not stated),4,-14,-8,-6,-7,0,0,0.0
COc1ccc(C2Nc3ccccc3C(=O)N2NS(C)(=O)=O)cc1OC (configuration not stated),2,13,-11,-5,4,3,0,nt
Cc1ccc(N(Cc2cc3ccc(C)cc3[nH]c2=O)S(=O)(=O)c2ccccc2)c(C)c1,-1,10,-17,1,0,0,0,0.3
Cc1cc2ccccn2c1C(=O)c1cccc(S(=O)(=O)N2CCOCC2)c1,-6,nt,-16,1,5,2,2,-3.5
O=C(COC(=O)Cc1ccccc1F)Nc1ccc(Cl)cn1,-3,-10,-4,3,6,-2,-3,nt
CC(C)(C)N(Cc1ccccc1)C(=O)COC(=O)CCc1c[nH]c2ccccc12,-1,-7,nt,6,10,nt,nt,nt
CCOC(=O)C1=C(C(F)(F)F)Nc2ncnn2C1c1ccc(OC)cc1OC (configuration not stated),-6,-23,nt,-2,4,nt,0,nt
CC(N)C(=O)NC(C(=O)N1CCCC1C(=O)NC(c1ccccc1)c1ccccc1)C(C)C (configuration not stated),-10,1,-10,-10,-4,-2,-1,-0.2
CC(C)NC(=O)NCC[C@@H]1CC[C@H](NS(=O)(=O)c2ccc(Oc3ccccc3)cc2)[C@H](CO)O1,nt,3,9,-7,4,1,-8,0.3
CNC[C@H]1Oc2cc(-c3ccc(C#N)cc3)ccc2S(=O)(=O)N([C@H](C)CO)C[C@@H]1C,24[16.7 µM],-1,-27,-1,0,2,31,-0.2
CCOc1ccccc1NC(=O)COC(=O)C1CCC1,0,-3,5,3,-2,-2,-1,0.1
CCN(CC)C(=S)Nc1cc(C(=O)OC)ccc1C(=O)OC,-2,1,nt,1,-1,nt,2,nt
Cn1ccnc1C(OC(=O)c1ccc(Cl)cc1)C(F)(F)F (configuration not stated),-1,-8,-7,9,-3,-3,-1,0.3

Later entries.
canonical_smiles,miR122 inh,PGC1a acetyl inh,RAD52 inh,RAD54 inh,PglD DTNB,ERAP1 inh,Cneo AK release,E-sel inducer
O=C(Nc1ncccc1O)c1ccc2c(c1)OCCO2,-10,nt,4,nt,nt,7,nt,-2.4
CC(C)NC(=O)N(C)C[C@H]1Oc2cc(-c3cccnc3)ccc2S(=O)(=O)N([C@H](C)CO)C[C@@H]1C,-1[16.7 µM],3,-2,3,2,-3,10,0.1
C[C@H](O)C#Cc1ccc([C@@H]2[C@@H](CO)N3CCCCN(S(=O)(=O)Cc4ccccc4)C[C@H]23)cc1,-9[16.7 µM],11,4,1,3,2,-3,-0.7
CC1(C(=O)NS(=O)(=O)C2CC2)CCCN(C(=O)c2ccc(C(F)(F)F)cc2)C1 (configuration not stated),nt,nt,-11,16,-2,8,6,-0.1
C[C@H]1CN([C@@H](C)CO)C(=O)CCCn2nncc2CO[C@@H]1CN(C)Cc1ccc2c(c1)OCCO2,1,6&-2,-12&-9,3&-2,4&8,0&2,-2&2,1.1&0.0
O=C(Nc1nc(-c2ccccc2)cs1)c1ccccc1F,nt,nt,-16,-11,2,-1,-1,1.5
O=C(NC(=S)NCCCN1CCOCC1)c1ccco1,-1,5,-13,3,2,0,-1,-2.5
Cn1c(SCC(=O)OCC(=O)c2ccccc2)nnc1-c1cccs1,-7,-4,nt,3,-5,nt,0,-1.8
COc1ccc(/C=C(\C#N)C(=O)NCc2ccccc2)cc1,5,8,-14,-8,4,3,0,0.4
c1ccc(OCCn2c(-c3ccco3)nc3ccccc32)cc1,-1,-9,-50,3,-1,2,7,nt
CCOC(=O)C(O)(CCC(O)(C(=O)OCC)C(=O)OCC)C(=O)OCC,-6,0,nt,-1,6,nt,-1,nt
COc1c(C)cc(C(O)c2ncc(-c3ccc(Cl)cc3)[nH]2)cc1C (configuration not stated),-3,nt,-19,-2,3,-4,0,0.2
NC(=O)C1=C(N=C2CCCCC2)CCCC1,-10,-10,-24,-5,-1,-5,-1,0.1
O=C(CCN1C(=O)CSc2ccccc21)Nc1ccc(C(F)(F)F)cc1,-6,-5,-13,-10,-4,0,1,0.1
CCOc1ccc(N2C(=O)c3ccccc3C2=O)cc1,-5,-4,nt,7,-6,nt,-7,nt
Cc1ccc(NC(=O)COc2ccc(Br)cn2)cc1,3,-5,-17,-14,-2,nt,-4,-0.6
COc1ccc(N(C(=O)c2cccnc2)S(=O)(=O)c2ccc(F)cc2)cc1,-1,4,-12,-13,7,-3,0,nt
COc1ccc(S(=O)(=O)N(CC(=O)N2CCCCCC2)c2ccccc2OC)cc1,11,-38,-3,2,-3,-4,1,-0.1
C[C@@H]1CN([C@@H](C)CO)C(=O)c2cc(NS(=O)(=O)c3cn(C)cn3)ccc2O[C@@H]1CN(C)S(=O)(=O)c1ccc(F)cc1,0[16.7 µM],5,0,-1,4,-2,-1,-0.2
CCc1ncc(CN2CCC(C(=O)Nc3cccc(-c4cscn4)c3)CC2)cn1,nt,nt,1,-1,5,-1,1,0.9

Single values from the results shown.
Entry for `c1ccc(OCCn2c(-c3ccco3)nc3ccccc32)cc1` in ERAP1 inh: 2
Entry for `COc1c(C)cc(C(O)c2ncc(-c3ccc(Cl)cc3)[nH]2)cc1C` (configuration not stated) in RAD52 inh: -19

Assay outcomes: PubChem, Broad Institute

Hits appear at their usual frequency; overall some 1.4% were active at least once.
